# Nrf2 block: Nrf2 pathway inhibition; Potency, µM (top dose mostly 46 µM), for the others: top-dose activity change, negative = inhibition, hits mostly inhibitors; A549 ARE-Fluc reporter, luciferase luminescence, 18-24 h; hit rate 2.1% among 360,000; AID 504444; further: potency means the concentration at half of the fitted maximal effect; on the % scale 0 is the no-effect control and ±100 the full control effect; nearly all actives have a fitted effect of over 60% in size
#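 Nrf2 function is reported as luminescence of an ARE-controlled luciferase in A549 cells. Compounds were tested at several concentrations, and a CellTiter-Fluor read on the same wells flagged cytotoxicity.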
# CCT chaperon mod: modulators of cytosolic chaperonin (CCT/TRiC) activity | purified chaperonin ATPase assay, HTRF ADP detection, 30 min | AID 651819 | hit rate 0.3% among 360,000 | activity change, % (concentration not given with the values), hits read low; in the data active means activity change below about -30%; further: on the % scale 0 is the no-effect control and ±100 the full control effect
#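 TRiC at 40 or 20 nM final (batch-dependent) in 30 mM Tris pH 7.4, 100 mM KCl, 5 mM MgCl2, 1 mM DTT, with compound at single 76 uM and 10 uM ATP, 30 min at 37 deg C. ADP detected by HTRF Transcreener, 665/615 ratio.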
# MmCpn inh: M. maripaludis TRiC chaperonin inhibition | purified Mm-Cpn ATPase, ADP Transcreener TR-FRET | Potency, µM (doses to about 76.9 µM), inactives show top-dose activity, negative = inhibition, actives largely listed as inhibitors | hit rate 0.031% among 330,000; further: potency means the concentration at half of the fitted maximal effect; on the % scale 0 is the no-effect control and ±100 the full control effect; nearly all actives have a fitted effect of over 80% in size
#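 Purified archaeal chaperonin (25 nM final) was preincubated with compound for 10 min at 37°C, then ATP (10 uM final) was added for 30 min at 37°C in Tris pH 7.4/KCl/MgCl2/DTT buffer. ADP was quantified by HTRF Transcreener TR-FRET.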
# Akt phos inh: inhibitors of Akt phosphorylation | Neuro2A IGF-stimulated pAkt S473 HTRF, 20 min; stronger effect = lower value | activity change, % for hits at 50 µM | hit rate 0.32% among 360,000 | AID 651550; in the data active means activity change below about -80%; inconclusive means mostly about -51% to -80%; further: on the % scale 0 is the no-effect control and ±100 the full control effect
#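 Neuro2A cells in DMEM with 0.5% FBS, overnight at 37 deg C, given compound at single 50 µM final, then IGF (6 nM final) for 20 min at 37 deg C. Lysed; phospho-Akt Ser473 by HTRF after 24 h, 665/615 ratio.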
# Abeta yeast res: restores growth of yeast expressing A-beta42 peptide; Potency, µM (doses to about 46.1 µM), for the others: at the highest dose growth rescue, hits mostly activators; hit rate 0.063% among 410,000; yeast expressing A-beta42, growth rescue, OD600, 48 h; response scale: 0% DMSO, 100% iron-clioquinol control; AID 1347071; further: potency means the concentration at half of the fitted maximal effect; nearly all actives have a fitted effect of over 55% in size
#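 Yeast growth medium received pinned compounds, then yeast cells expressing toxic A-beta were added; plates incubated at 30 C for 48 hr. Growth read as absorbance at 600 nm, normalized to DMSO and equimolar FeCl3 plus clioquinol controls.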
# TGFb inhibitor: blocks TGF-b signaling; HepG2 CAGA-GFP TGF-b/SMAD3 reporter, GFP fluorescence, 18 h; TGF-beta stimulated, 500 pg/mL final; Potency, µM (titrated, usually from 46.1 µM), for the others: at the highest dose activity, negative = inhibition, most hits filed as inhibitors; hit rate 1.2% among 410,000; further: potency means the concentration at half of the fitted maximal effect; on the % scale 0 is the no-effect control and ±100 the full control effect; nearly all actives have a fitted effect of over 65% in size
#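 Per well, imaged GFP fluorescence of HEPG2 CAGA-GFP cells gives the signal; cells get compound, then TGF-beta (500 pg/mL final), 18 h at 37 degrees C; %Activity versus -TGF-beta and +DMSO controls.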
# Nrf2 activator: activators of Nrf2 (ARE) signaling; Potency, µM (doses to about 46.1 µM), for the others: top-dose activation, most hits filed as activators; AREc32 ARE-luciferase reporter (MCF7-derived line), luminescence, 24 h; hit rate 0.31% among 410,000; further: potency means the concentration at half of the fitted maximal effect; % of control where 0% means no effect; nearly all actives have a fitted effect of over 65% in size
#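 Luminescent ARE reporter assay in AREc32_Fluc cells: overnight plating at 37 deg C, 24 hr compound incubation, Steady-Glo added, 30 min RT before reading.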
# A549 viability: kills or reduces viability of A549 cells in Nrf2 counter-screen; A549 ARE-Fluc cells, CellTiter-Fluor viability, 18-24 h; Potency, µM (highest dose often 46 µM), for the others: at the highest dose activity change, negative = cytotoxicity, most hits filed as inhibitors; hit rate 0.16% among 390,000; AID 504648; further: potency means the concentration at half of the fitted maximal effect; on the % scale 0 is the no-effect control and ±100 the full control effect
#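 Cytotoxicity counterscreen: CellTiter-Fluor fluorescence was measured in A549 ARE_Fluc cells after 18-24 h of compound exposure in a concentration series. The subsequent BugLite luminescent read reports ARE-luciferase activity.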
# HepG2 tox: HepG2 cytotoxicity, counter-screen for TGF-b inhibitors; Potency, µM (series often up to 46.1 µM), for the others: at the highest dose activity change, negative = cytotoxicity, usual class: cytotoxic; hit rate 0.76% among 410,000; HepG2 CAGA-GFP viability, ATP luminescence, 18 h; further: potency means the concentration at half of the fitted maximal effect; some results filed as inactive show a strong effect at the top dose
#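 HepG2 CAGA-GFP cells (1000/well, DMEM with 1% FBS) received compound, then TGF-beta at 500 pg/mL final, and were incubated 18 hours at 37 degrees C. Viability was read by CellTiter-Glo luminescence. Media-only wells were set as complete cell-killing and DMSO as no toxicity.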
# Numbers without * were called inactive; i = inactive; ? = inconclusive; / = not tested or not shown; [ ] = another dose, or the depositor's remark. Unless noted, the call rests on the fitted dose curve; in most records, active means well fitted curve in the direction sought with a large enough effect; inconclusive means small, poorly fitted or top-dose-only effect, or another doubt; inactive means no such curve, though single readings can be large; an effect the other way counts as inactive or inconclusive.
# Fields: Nrf2 block, CCT chaperon mod, MmCpn inh, Akt phos inh, Abeta yeast res, TGFb inhibitor, Nrf2 activator, A549 viability, HepG2 tox
- COc1cc(NC(=O)CSc2nc3nc(C)c(Cc4ccc(C)cc4)c(C)n3n2)cc(OC)c1OC
  /, /, /, /, 2%, -38%, -0.5%, -1%, -25%
- COCCn1c(=O)[nH]c2cc(C(=O)NCc3cccnc3)ccc2c1=O
  7%, 3.3, -1%, i, 6%, 0%, -0.7%, -5%, -5%
- CN1CCN(Cc2nc3c(c(=O)[nH]c(=O)n3C)n2CCc2ccccc2)CC1
  5%, -2.4, 0%, i, 1%, -2%, -0.2%, -1%, -19%
- CC(C)CNC(=O)NC(=O)CSc1nc2ccccc2n1CC(C)C
  /, -7.1, -1%, i, -4%, 0%, -0.5%, -2%, 4%
- CCCc1nn2cc(-c3ccc(C)c(C)c3)nc2s1
  ?, /, /, /, -9%, -7%, -2.3%, 0%, -2%
- CCCCNC(=O)CSc1nc2cc3c(cc2c(=O)n1Cc1ccco1)OCO3
  ?, -8.2, 1%, i, 12%, -20%, -0.2%, -17%, 2%
- O=C1CC(c2cccc(O)c2)c2cc3c(cc2N1)OCO3 (stereo unspecified)
  -5%, /, /, /, 0%, -10%, -0.3%, -3%, 0%
- Cn1ccsc1=NC(=O)c1ccc(S(C)(=O)=O)c([N+](=O)[O-])c1
  3%, -0.7, -6%, i, -24%, ?, -2.1%, -3%, -38%
- CC(=O)N1CCN(C(=O)c2ccc(-c3cccc(C(F)(F)F)c3)o2)CC1
  11%, 1.2, -1%, i, -1%, -4%, 2.2%, -7%, -21%
- NC(=O)c1ccc(C(F)(F)F)cn1
  ?, 0.9, 6%, i, -3%, 2%, 0.2%, 1%, 21%
- O=C(N/N=C/c1ccc(Br)cc1)c1cc[n+]([O-])cc1
  2%, -4.4, -2%, i, 0%, -14%, 0.2%, 3%, -5%
- COc1ccccc1NC(=O)Nc1nnc([C@H]2C[C@H](O)[C@@H](CO)O2)s1
  /, -1.7, /, i, -20%, 8%, 4.3%, /, -11%
- CCCCc1c(-c2ccc(OC)cc2)ncn1CCc1ccccc1OC
  /, -2.4, /, i, 22%, /, -2.6%, /, /
- Cn1c(CCNC(=O)c2ccccc2)nc2cc(NC(=O)c3ccco3)ccc21
  21%, -1.6, -1%, i, 1%, 5%, 2.5%, -1%, -14%
- c1cc2c(cc1CN1CCOCC1)OCO2
  -8%, -0.4, 2%, i, 7%, -3%, -0.8%, 9%, -11%
- Cc1ccc(NC(=O)CSC(N)=O)cc1Cl
  -9%, -0.8, 0%, i, 9%, 2%, 2.6%, -2%, 2%
- Cc1ccc(-n2c(=O)c3c(c4cc(C)ccc4n3C)n(CC(=O)Nc3ccc(F)cc3)c2=O)cc1
  13%, /, /, /, -14%, ?, 0.0%, 4%, 0%
- CCCCNC(=O)c1ccccc1SCc1c(C)noc1C
  -19%, -3.7, 1%, i, -5%, -3%, -0.6%, 4%, -5%
- CCn1cc(S(=O)(=O)CC(=O)Nc2cc(C)on2)c2ccccc21
  -22%, 0.2, 3%, i, 2%, -5%, -0.8%, 0%, -29%
- O=c1[nH]nc(SCc2cc(Cl)ccc2Cl)c(=O)[nH]1
  -13%, -2.9, 2%, i, 0%, -5%, 0.3%, 1%, 2%
- CC(C)C1Nc2ccc(C(=O)N3CCN(c4ccccn4)CC3)cc2NC1=O (stereo unspecified)
  -29%, -0.4, 0%, i, 5%, -13%, 0.2%, 7%, -6%
- CC(=O)NS(=O)(=O)c1ccc2sc(C)nc2c1
  -2%, -1.0, -2%, i, 6%, 1%, -0.1%, 0%, 7%
- Cc1ccc(CSc2nnc(-c3ccccc3N)c(=O)[nH]2)cc1
  28%, 0.7, 0%, i, -17%, 14%, 2.7%, 26%, 0%
- O=C(NCCNc1ccc(Cl)cc1[N+](=O)[O-])c1ccccc1F
  1%, -2.9, 0%, i, -19%, ?, 10%, -10%, -7%
- Cc1ccc(NC(=O)C(=O)NCCc2csc3nc(-c4ccccc4C)nn23)cc1Cl
  /, /, /, /, -4%, 16%, -0.5%, 4%, 3%
- O=C(Cn1c(=O)oc2cc(S(=O)(=O)N3CCCC3)ccc21)NCc1ccccn1
  9%, 0.7, 2%, i, 7%, -13%, -0.9%, 1%, -15%
- C/C(=N\NC(=O)Cc1ccc(Cl)cc1)c1cccc(NC(=O)c2cccnc2)c1
  -19%, 0.4, 2%, i, 3%, 2%, 0.3%, 0%, 1%
- O=C(Nc1c(C(=O)Nc2ccc(F)cc2)oc2ccccc12)c1ccccc1F
  -24%, /, /, /, -2%, -14%, -0.5%, -2%, -31%
- Cc1ccc2cc(CCNC(=O)CC(C)(C)C)c(=O)[nH]c2c1C
  -2%, -3.4, -3%, i, 13%, -15%, -0.5%, 1%, -3%
- O=C(NC(=S)Nc1ccc(Br)cn1)c1cccnc1
  28%, 1.2, 0%, i, 3%, 20%, 4.0%, 2%, -11%
- CCOC(=O)[C@]12CCC=C1N(Cc1ccc3c(c1)OCO3)C(=O)[C@H](CC(=O)NCC1CCCCC1)C2
  /, -2.0, /, i, 12%, /, 0.6%, /, /
- CCOc1ccc(C(CCc2ccccc2)NC(=O)c2ccccc2)cc1OCC (stereo unspecified)
  ?, -1.6, 1%, i, -2%, -3%, 0.0%, -2%, 42%
- Cc1nc(C)c(C(=O)Nc2ccccc2-c2ccccc2)o1
  7%, -0.4, 1%, i, -11%, 10%, 0.1%, 0%, 4%
- COc1ccc(OC)c(-c2nnc(-c3ccc(C)o3)o2)c1
  ?, -1.6, -4%, i, 6%, -3%, 11µM*, 1%, -2%
- CC1CC(C)CN(c2nc(NCc3ccco3)nc(N)c2[N+](=O)[O-])C1 (stereo unspecified)
  23µM*, -2.2, -1%, i, -2%, -11%, 22%, -25%, 19%
- CCOCCCNC(=O)c1ccc(/C=C2\Oc3ccccc3N(C)C2=O)cc1
  ?, 1.4, 0%, i, 6%, 5%, -0.6%, 6%, 1%
- Cn1cc(CC(=O)NCCCN2CCOCC2)c2ccccc21
  -6%, 1.0, -1%, i, -8%, 1%, -0.7%, 0%, 1%
- CCOC(=O)C1(C)CCN1C(=O)c1cc(F)cc(F)c1 (stereo unspecified)
  /, -7.0, /, i, -10%, -9%, -0.9%, /, -6%
- CCc1ccc(S(=O)(=O)Nc2cccc(-c3ccc(N4CCC(C)CC4)nn3)c2)s1
  /, /, /, /, 26%, -32%, 3.0%, -17%, -19%
- Cc1c(OC(C)C(=O)O)ccc2c3c(c(=O)oc12)CCCC3 (stereo unspecified)
  -4%, -0.6, -4%, i, -8%, 0%, 0.1%, 1%, 3%
- CC(C)(C)c1cc2cccnc2n1Cc1cccc(Cl)c1
  15%, -1.4, 1%, i, 11%, -14%, 0.6%, 3%, -50%
- COC(=O)c1sccc1NC(=O)c1ccc(C)s1
  18%, 0.8, -4%, i, -15%, 0%, ?, 15%, -28%
- CCN(CC)C(=O)c1cc2c(=O)c3cc(F)ccc3oc2nc1C
  ?, 0.3, 0%, i, 14%, 2%, 2.8%, 1%, 8%
- CCN(CC)C(=O)C1CCCN(C(=O)c2oc3ccc(C)cc3c2C)C1 (stereo unspecified)
  11%, -0.5, -3%, i, -1%, 0%, 0.5%, 2%, 0%
- CCOC(=O)C1(C)CCCN(C(=O)c2ccc(OC)cc2OC)C1 (stereo unspecified)
  /, -1.0, /, i, 21%, -18%, -1.2%[9.22 µM], /, 2%
- CCn1cc(C(=O)NC(=S)Nc2ccccc2Br)cn1
  -13%, 0.7, -19%, i, 31%, -4%, -0.1%, -6%, -5%
- O=C(NCCc1nnc2ccc(NCCCN3CCOCC3)nn12)c1ccccc1F
  7%, -1.5, 3%, i, 11%, -5%, -0.6%, 1%, 2%
- CCCCC(=O)Nc1ccnc(-c2cccnc2)n1
  ?, 1.9, 1%, i, 4%, ?, 0.1%, 3%, -23%
- Cc1ccc(NC(=O)c2ccc(CSc3nnc(-c4ccncc4)n3C)cc2)cc1
  2%, 2.7, -1%, i, -9%, -22%, 0.1%, -9%, -1%
- CCOc1ccc(-c2nc(CNC(=O)NC3CCCCC3)c(C)o2)cc1
  /, /, /, /, -6%, -1%, -0.5%, 4%, -1%
- COc1cccc(-n2c(Cc3cc(=O)[nH]c(=O)[nH]3)nnc2SCC(=O)NC2CCCCC2)c1
  ?, -2.1, 1%, i, 1%, 35%, 2.0%, 4%, 11%
- COc1ccc2c(COC(=O)CC3Sc4ccccc4NC3=O)cc(=O)oc2c1 (stereo unspecified)
  6%, -2.8, ?, i, 4%, 0%, 5.2%, 0%, 0%
- CCOC(=O)CSc1nnc(-c2ccco2)n1-c1ccccc1
  8%, 0.0, -1%, i, 0%, 0%, -0.8%, -2%[1.84 µM], -2%
- N#Cc1ccc(C(=O)NCc2ccc3c(c2)CCN3C(=O)c2ccc(F)cc2)cc1
  /, /, /, /, 8%, 2%, 3.5%, -8%, 0%
- CSc1ccccc1NC(=O)Nc1cccc(Cl)c1C
  -2%, -0.5, -1%, i, -5%, -26%, 0.2%, 15%, -21%
- COCCNc1nc2cc(-c3ccccc3)sc2c(=O)n1C
  /, -1.2, /, i, -12%, 8%, 8.6%, /, -15%

# Two entries from above, with tabs.
compound	Nrf2 block	CCT chaperon mod	MmCpn inh	Akt phos inh	Abeta yeast res	TGFb inhibitor	Nrf2 activator	A549 viability	HepG2 tox
CC(C)(C)c1cc2cccnc2n1Cc1cccc(Cl)c1	15%	-1.4	1%	i	11%	-14%	0.6%	3%	-50%
COC(=O)c1sccc1NC(=O)c1ccc(C)s1	18%	0.8	-4%	i	-15%	0%	?	15%	-28%
